From PubChem BioAssay
CAL PDZ FP-1 – blocks peptide binding to human CAL PDZ domain. Q9HD26. purified CAL PDZ, TMR-peptide fluorescence polarization, 1 h. inhibition, % at 20 µM. actives 0.02% (n = 330,000). AID 504414;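 active = highest replicate inhibition of at least 40%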;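 also: plate controls were DMSO neutral control wells for no effect and unlabeled competitor peptide control wells for full effect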
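Control set: unlabelled peptide and DMSO controls / Material: purified CerCALP PDZ construct / Timing: 1 h incubation at room temperature before polarization reading / Doses: 20 µM, one dose / Detection: fluorescence polarization (mP)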
DAGLB inh – diacylglycerol lipase beta (human) inhibition. Q8NCG7. HEK293T DAGLB membrane lysate, EnzChek fluorogenic substrate. inhibition, % at 5.17 µM. actives 0.059% (n = 340,000); in the data active = inhibition above about 34%;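 also: 0% = enzyme with vehicle and 100% = wells lacking enzyme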
Arr AP2 block – human beta-arrestin and AP2 interaction inhibition. FITC-arrestin peptide / GST-AP2 beads, flow cytometry; AP2 beta2 appendage carries R879A mutation. inhibition, % at 10 µM. actives 0.31% (n = 340,000). AID 504490;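 active = inhibition above a set limit, near 3 SD of compounds lacking own fluorescence, cut at about 54% in these data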;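 also: plate controls were DMSO wells for no effect and 5 µM unlabelled arrestin peptide for full effect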
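System: GST-AP2 R879A glutathione beads | Also added: FITC-arrestin peptide, 50 nM | Times: 12 min plus 1 h, RT | Signal: Bead flow cytometry, FITC channel | Buffer or medium: PBS with 0.05% Tween 20 and 0.1% BSA | Read-out basis: Percent drop in bead-associated FITC signal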
NSD2 HMT inh – inhibitors of human histone methyltransferase NSD2; O96028; NSD2 peptide methylation, AlphaScreen, 120 min; inhibition, % at 12.5 µM; actives 0.54% (n = 310,000); AID 743445; in the data active = inhibition above about 50%
C-LANA FP – inhibitors of KSHV LANA C-terminal domain DNA binding. MBP-C-LANA/FAM-LBS DNA binding, fluorescence polarization. inhibition, % at 9 µM. actives 0.078% (n = 340,000). AID 504423;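 active = highest replicate inhibition at or above 60% at 9 µM, even if other replicates fall short; inactive = all replicates below 60% inhibition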;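 also: 0% = neutral control wells and 100% = 4 µM acridine orange control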
Pemphigus Ab inh – blocks pemphigus antibody binding to human desmoglein-3; P32926; DSG3-coupled beads, scFv-anti-DSG3-GFP binding, flow cytometry; hits give low values; binding (percent of control), % at 10 µM; actives 0.48% (n = 310,000); AID 588358;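 active = binding more than 3 SD below its plate's average and above zero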;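 also: hits lower antibody fragment binding to DSG3; some compounds called inactive have numbers as strong as hits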
Target sequence (P32926 whole entry, looked up, the tested form may be a part): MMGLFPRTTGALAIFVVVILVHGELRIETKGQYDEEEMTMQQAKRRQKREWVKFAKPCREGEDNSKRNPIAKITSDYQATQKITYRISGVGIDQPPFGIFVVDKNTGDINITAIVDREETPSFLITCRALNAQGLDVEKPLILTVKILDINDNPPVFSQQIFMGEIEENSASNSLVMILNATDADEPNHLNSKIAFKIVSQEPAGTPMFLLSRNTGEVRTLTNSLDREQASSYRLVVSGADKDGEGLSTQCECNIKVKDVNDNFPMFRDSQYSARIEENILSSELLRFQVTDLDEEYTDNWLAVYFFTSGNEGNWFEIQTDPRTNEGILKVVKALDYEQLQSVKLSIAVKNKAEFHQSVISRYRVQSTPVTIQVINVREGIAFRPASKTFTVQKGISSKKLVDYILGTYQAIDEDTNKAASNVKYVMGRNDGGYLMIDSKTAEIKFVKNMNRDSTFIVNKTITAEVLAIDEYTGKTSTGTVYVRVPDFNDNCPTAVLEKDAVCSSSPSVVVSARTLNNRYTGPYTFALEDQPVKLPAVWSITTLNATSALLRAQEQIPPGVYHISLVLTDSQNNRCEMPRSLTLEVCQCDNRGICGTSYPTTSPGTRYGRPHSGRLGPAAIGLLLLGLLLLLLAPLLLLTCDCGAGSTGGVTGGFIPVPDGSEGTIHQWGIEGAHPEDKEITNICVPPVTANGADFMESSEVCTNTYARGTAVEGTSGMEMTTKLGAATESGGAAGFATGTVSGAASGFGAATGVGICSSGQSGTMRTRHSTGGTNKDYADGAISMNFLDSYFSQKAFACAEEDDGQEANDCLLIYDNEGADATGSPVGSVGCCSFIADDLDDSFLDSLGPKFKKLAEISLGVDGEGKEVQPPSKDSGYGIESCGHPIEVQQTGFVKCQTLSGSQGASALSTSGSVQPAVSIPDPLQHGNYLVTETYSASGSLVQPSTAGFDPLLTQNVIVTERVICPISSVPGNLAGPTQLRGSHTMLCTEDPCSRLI
Keap1-Nrf2 PPI – Keap1-Nrf2 (human) interaction inhibition; Keap1 Kelch-Nrf2 peptide fluorescence polarization, 1536-well; inhibition, % at 9.4 µM; actives 0.15% (n = 340,000); in the data active = inhibition above about 12%;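 also: human Keap1 Kelch domain with fluorescein labeled Nrf2 9mer peptide probe; 0% = neutral control wells and 100% = peptide positive control; higher means more block of Keap1 binding to Nrf2 peptide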
V-ATPase pHluor – yeast V-ATPase proton transport regulation by pHLuorin | AID 504577 | actives 0.37% (n = 350,000) | response, % at 10 µM | S. cerevisiae, pHLuorin cytosolic pH fluorescence; in the data active = response mostly above about 7.3%, no sharp cut-off; inactive = mostly below about 5.4%; also: actives read high; inactives centre near 0; some compounds called inactive have numbers as strong as hits
Cardiac RTF inh – cardiac RTF calcium desensitization. P19429+P45379. IANBD-labeled cardiac RTF, Ca2+ fluorescence. inhibition, % at 7.15 µM. actives 0.12% (n = 340,000);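 active = inhibition above the mean inhibition of all tested compounds plus 3 SD, cut at about 17% in these data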;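 also: assay run at fixed EC70 calcium of 1.6 mM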
CAL PDZ FP-2 – CAL PDZ (human) peptide binding inhibition | Q9HD26 | purified CAL PDZ, TMR-peptide fluorescence polarization, 1 h | inhibition, % at 24.9 µM | actives 0.92% (n = 300,000) | AID 602252;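 active = mean inhibition of at least 30% with at least half of replicates also reaching 30%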;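 also: 0% = DMSO neutral control and 100% = excess unlabeled competitor peptide PRC23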
Active calls of the source: *; / = no result given.

SMILES	CAL PDZ FP-1	DAGLB inh	Arr AP2 block	NSD2 HMT inh	C-LANA FP	Pemphigus Ab inh	Keap1-Nrf2 PPI	V-ATPase pHluor	Cardiac RTF inh	CAL PDZ FP-2
O=C(CN1CCN(S(=O)(=O)/C=C/c2ccccc2)CC1)NCC(F)(F)F	-2.2	-1	39	5	-2.0	/	0	-2	-6	-3
COC(=O)c1c(C)[nH]c(C(=O)C(C)OC(=O)c2c(C)noc2C)c1C (configuration not stated)	-1.9	1	17	-1	0.5	100	-3	-2	4	/
O=C(COc1ncnc2scc(-c3ccc(F)cc3)c12)NCc1ccco1	-2.6	1	38	3	-1.9	97	-3	-2	1	/
Cc1cc(C)n(C(=O)CNC(=O)c2ccccc2F)n1	-2.1	0	24	-1	1.1	102	-2	-5	1	-1
O=C1NC(=O)C2C1C(c1cccs1)NN2Cc1ccccc1 (configuration not stated)	0.7	2	-23	/	-0.9	110	-5	-2	-1	-1
CN1C(=O)N(C)C2(c3ccccc3)N(C(C)(C)C)C(=O)NC12c1ccccc1 (configuration not stated)	0.0	1	23	1	-0.4	/	-5	-4	-2	-2
COc1ccccc1N1CCN(Cc2cc(=O)c(OCC#N)co2)CC1	-0.9	0	-9	0	0.7	98	-6	0	5	3
O=C(NCc1cccnc1)c1csc2c1CCCC2	-0.2	-3	34	-1	0.9	97	-4	-3	-1	-1
O=C1NC(c2ccccc2)C(c2ccccc2)N1 (configuration not stated)	-0.3	2	0	-2	2.5	94	4	-2	2	-2
COc1ccc(C2N(C(=O)c3ccccc3)CCN2C(=O)c2ccc(C)cc2)cc1 (configuration not stated)	0.3	3	-8	0	1.8	100	1	1	-10	-6
C/C(=N\NC(=O)c1c(C)nc2ccccn12)c1ccccc1F	-2.1	0	3	-4	0.5	99	2	0	-10	0
Cc1occc1C(=O)Nc1cccc([N+](=O)[O-])c1	-1.4	-2	7	2	1.0	109	-5	-1	-10	1
COc1cc(-c2nc(-c3cccnc3)no2)cc(OC)c1OC	-1.1	-2	16	0	0.6	98	0	0	-9	/
CCc1nc(C)cn1S(=O)(=O)c1ccc(Br)cc1	0.4	0	10	-2	0.3	98	-3	-1	-6	-1
O=C(CNCc1cccs1)Nc1ccc(S(=O)(=O)N2CCCCC2)cc1	-1.8	1	41	-1	0.3	83	-2	1	-2	3
COc1ccccc1-c1nn2c(=O)cc(C)nc2s1	-3.4	-8	5	-13	0.4	92	-3	-1	-20	0
O=C(N/N=C/c1ccc[nH]1)c1ccc(Cl)cc1	0.1	1	18	-2	-0.3	104	6	1	8	-1
COc1ccc(CN(CC2CCCO2)S(=O)(=O)c2ccc(C(=O)O)cc2)cc1OC (configuration not stated)	-1.0	2	7	-1	-3.6	104	0	0	-6	3
O=C(O)c1ccccc1C(=O)Nc1ccc(Oc2ccc3ccccc3c2)cc1	0.2	-1	-4	1	-0.5	100	-1	-1	5	-3
Cn1nccc1C(=O)OCC(=O)Nc1cccc(Cl)c1	-0.9	3	-3	1	0.0	99	-4	4	-6	/
CN1CCN(Cc2nc(Cc3ccccc3)no2)CC1c1ccccc1 (configuration not stated)	-2.1	4	-1	2	1.1	111	-2	4	2	-1
O=C(CSc1nc2ccccc2s1)NCc1ccc2c(c1)OCO2	-1.9	-1	1	-2	1.6	96	-3	-3	0	-1
O=C(CNC(=O)c1ccccc1Cl)Nc1ccncc1	-1.0	0	32	-3	0.3	104	-4	5	-8	-4
CC(=O)N1CCN(C(=O)c2ccc(S(=O)(=O)Nc3ccccc3F)cc2)CC1	0.7	-2	-4	-1	2.6	/	0	3	2	6
CCCCCCCNC(=O)C1(CC2CC(c3cccc(Br)c3)=NO2)CCN(C(=O)OC(C)(C)C)CC1 (configuration not stated)	-0.7	-12	-1	/	1.1	106	-2	0	-9	-4
CCn1c(=N)n(CC(=O)C(C)(C)C)c2ccccc21	-0.9	-1	1	1	0.1	107	-6	4	-5	-1
CCCCC(=O)Nc1ccc(NC(=S)NC(=O)CC(C)C)cc1OC	-3.0	-5	20	-1	0.2	121	-2	-2	-1	-2
Cc1cccc(-c2nc(CS(=O)CC(=O)NC3CCCC(C)C3C)c(C)o2)c1 (configuration not stated)	-0.8	1	26	/	0.7	106	-3	2	-16	/
O=C(Nc1ccnn1C1CCN(Cc2cccc(OCCO)c2)CC1)c1cccc(F)c1	-0.9	2	6	3	0.0	99	3	-2	-13	-3
CC(C)(C)OC(=O)N[C@@H](COCc1ccccc1)C(=O)N[C@@H](CO)[C@H](O)[C@@H]1C[C@@H]1C(=O)NC1CC1	0.7	0	3	/	-1.8	106	0	2	-1	1
COCCOc1ccc(C(F)(F)F)cc1NC(=O)c1ccccc1F	-0.3	-3	37	-2	-0.7	98	-3	0	8	-4
COc1ccc(/C(N)=N/OC(=O)Cc2ccccc2OC)cc1	0.5	-9	-12	-4	0.3	89	-1	5	2	1
O=C(NCC1CCN(C(=O)c2ccc([N+](=O)[O-])cc2)CC1)C(=O)Nc1ccccc1	-1.9	0	40	4	-0.4	101	-5	1	7	0
O=C(COC(=O)C1CC(O)CN1S(=O)(=O)c1ccccc1[N+](=O)[O-])c1ccc[nH]1 (configuration not stated)	-1.2	-3	-4	-1	-0.3	/	-4	9	-3	-5
CCSc1nc2ccccc2n1CC(=O)O	-2.3	-2	12	-4	-1.3	/	2	5	1	/
CCOC(=O)c1c(C)[nH]c(C(=O)NCCc2ccc(OC)c(OC)c2)c1C	-3.7	1	3	-1	0.9	89	-2	1	-1	-4
COc1ccc(CN(C)S(=O)(=O)c2nnc(NC(=O)c3cccc(C)c3)s2)cc1OC	-2.4	0	-7	-1	0.2	93	1	6	-3	-2
CCN1CCN(S(=O)(=O)c2ccc3[nH]c(=O)oc3c2)CC1	-0.2	1	2	/	-0.5	104	-1	-1	3	/
CC(NCC(=O)Nc1ccccc1C(=O)NC1CC1)c1cccc(C(F)(F)F)c1 (configuration not stated)	0.3	-5	-3	1	-0.4	103	0	2	-15	/
O=C1CCC(C(=O)Nc2ccc(OC(F)F)cc2)N1 (configuration not stated)	/	2	-3	-2	-0.4	/	0	-89	0	6
O=C(Nc1cccc(-n2cccn2)c1)C1CCCN(Cc2ccc(C#CCCO)cc2)C1 (configuration not stated)	-2.5	0	-1	0	-2.5	117	-3	3	3	-1
NS(=O)(=O)c1ccc(N=Nc2ccc(O)c3ncccc23)cc1	0.0	25	16	5	1.2	89	0	4	4	-1
CC1C=CCC2C(=O)N(c3ccccc3OC(=O)c3cccs3)C(=O)C12 (configuration not stated)	-1.5	-1	0	-1	-0.3	98	-2	-4	9	-3
O=C(C#Cc1ccccc1)NCc1ccccc1F	1.2	-4	-1	-2	-1.0	116	2	-2	0	-1
C=CCNC(=O)C1CC2Cn3c(nc4cc5ccccc5cc43)C2N1C (configuration not stated)	-1.0	-2	-2	/	0.2	116	5	-5	1	-2
O=C(NC1CCCCC1)C(c1ccc(F)cc1)N(CCN1CCOCC1)C(=O)c1ccc(-c2ccccc2)[nH]1 (configuration not stated)	0.3	-2	1	-2	-1.1	99	4	-2	-2	0
CCN(CC)c1ccc(CNc2nc3ccccc3n2CCN2CCCCC2)cc1	-0.4	-3	4	28	0.8	115	-1	0	-4	43*
CC(=O)NCCc1ccc(S(=O)(=O)Nc2ccc(NC(=O)c3ccc(F)cc3)cc2)cc1	0.3	0	-7	1	1.1	113	-6	4	-4	-1
Cc1cc(SCC(=O)Nc2cccc(S(=O)(=O)NC3=NCCCCC3)c2)c(C)cc1Br	-0.8	-3	-5	0	0.6	97	4	1	-6	/
COc1ccc(S(=O)(=O)N2CC(C)N(C(=O)N3CCOCC3)C2)cc1 (configuration not stated)	-2.6	-2	25	-1	-0.4	106	0	-3	-7	2

Record cards (already shown).
Listed for Cc1cc(SCC(=O)Nc2cccc(S(=O)(=O)NC3=NCCCCC3)c2)c(C)cc1Br → CAL PDZ FP-1 = -0.8; DAGLB inh = -3; Arr AP2 block = -5; NSD2 HMT inh = 0; C-LANA FP = 0.6; Pemphigus Ab inh = 97; Keap1-Nrf2 PPI = 4; V-ATPase pHluor = 1; Cardiac RTF inh = -6; CAL PDZ FP-2 = /
Listed for O=C(Nc1cccc(-n2cccn2)c1)C1CCCN(Cc2ccc(C#CCCO)cc2)C1 (configuration not stated) → CAL PDZ FP-1 = -2.5; DAGLB inh = 0; Arr AP2 block = -1; NSD2 HMT inh = 0; C-LANA FP = -2.5; Pemphigus Ab inh = 117; Keap1-Nrf2 PPI = -3; V-ATPase pHluor = 3; Cardiac RTF inh = 3; CAL PDZ FP-2 = -1

Remaining list, next part.
SMILES	CAL PDZ FP-1	DAGLB inh	Arr AP2 block	NSD2 HMT inh	C-LANA FP	Pemphigus Ab inh	Keap1-Nrf2 PPI	V-ATPase pHluor	Cardiac RTF inh	CAL PDZ FP-2
CCOC(=O)c1cnc(N2CCN(C(=O)OCC)CC2)[nH]c1=O	0.4	2	-6	1	0.3	103	-1	-3	-7	-3
O=C(c1ccco1)N1N=C(c2cccs2)CC1c1ccc(F)cc1 (configuration not stated)	-2.7	-12	0	1	-0.8	97	-2	5	-5	0
C=C(C)Cn1c(=O)c2c(nc3n2CCN3c2cccc(Cl)c2C)n(C)c1=O	-0.6	0	-2	0	0.9	104	-1	1	-14	0
CC(=O)Nc1ccccc1-c1nc2ccccc2nc1OCC(=O)c1ccc(Cl)cc1	-0.4	1	2	-2	0.7	97	-4	-3	3	-3
Cc1c(CC(=O)NCCCC(=O)O)c(=O)oc2cc3c(cc12)CCC(C)(C)O3	-1.0	-3	13	/	1.0	108	-5	-1	-3	-10
Fc1cccc(F)c1-n1c(CN2CCCC2)csc1=S	-3.4	-1	14	-3	0.6	88	-4	-3	3	-5
CCOC(=O)C(=O)NC(C)c1ccccc1 (configuration not stated)	-0.5	3	15	-1	0.9	106	0	3	-5	4
CCOc1ccc(OCC(=O)OCC(=O)Nc2ccc3[nH]c(=O)[nH]c3c2)cc1	-0.5	3	4	0	-2.9	102	-6	-2	-8	-3
Cc1cccc(N2CCN(CC(=O)NCC3CCCCC3)CC2)c1C	0.3	-7	-8	1	0.4	104	-1	-1	0	0
CCOc1ccccc1-c1noc(CCC(=O)NC2CCCCC2)n1	-4.0	1	-3	2	-0.7	94	-7	1	-5	-3
COc1cc(/C=N/O)cc(Br)c1OC	0.4	-2	1	-2	2.3	107	1	2	12	-3
Cc1ccc(-c2csc(NC(=O)C3CSC4(C)CCC(=O)N34)n2)cc1 (configuration not stated)	-0.7	-3	4	-2	0.1	108	1	-3	5	-1

A draw from above in order of SMILES length, low to high.
SMILES	CAL PDZ FP-1	DAGLB inh	Arr AP2 block	NSD2 HMT inh	C-LANA FP	Pemphigus Ab inh	Keap1-Nrf2 PPI	V-ATPase pHluor	Cardiac RTF inh	CAL PDZ FP-2
Cn1nccc1C(=O)OCC(=O)Nc1cccc(Cl)c1	-0.9	3	-3	1	0.0	99	-4	4	-6	/
CN1C(=O)N(C)C2(c3ccccc3)N(C(C)(C)C)C(=O)NC12c1ccccc1 (configuration not stated)	0.0	1	23	1	-0.4	/	-5	-4	-2	-2
O=C(NCC1CCN(C(=O)c2ccc([N+](=O)[O-])cc2)CC1)C(=O)Nc1ccccc1	-1.9	0	40	4	-0.4	101	-5	1	7	0

This is a subset, so the mix of outcomes need not match the whole.
